L929 necroptosis – L929 zVAD cell death inhibition; hit rate 0.38% among 220,000; AID 1377; L929 zVAD necroptosis rescue, ATP luminescence, 24 h; with zVAD 60 µM; viability rescue, % at 10 µM;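 active = activation, scaled between plate controls, above about 75%, limit read from the data; inactive = activation under that limit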;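 also: 0% = zVAD with DMSO and 100% = DMSO alone without zVAD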
MDM2 E3 inh – blocks human Mdm2 ubiquitin ligase activity; hit rate 0.11% among 210,000; Q00987; AID 1230; signal enhancement, % at 5 µM; cell-based MDM2 ubiquitination luciferase reporter, 2 h; 0 = plate control, 100 = twice control, blank-subtracted;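 active = signal enhancement of 30% or more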;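 also: luminescence tracks abundance of the self-degrading MDM2-luciferase fusion protein; higher signal means inhibition of MDM2 E3 ligase activity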
Target sequence (Q00987 whole entry, looked up, the tested form may be a part): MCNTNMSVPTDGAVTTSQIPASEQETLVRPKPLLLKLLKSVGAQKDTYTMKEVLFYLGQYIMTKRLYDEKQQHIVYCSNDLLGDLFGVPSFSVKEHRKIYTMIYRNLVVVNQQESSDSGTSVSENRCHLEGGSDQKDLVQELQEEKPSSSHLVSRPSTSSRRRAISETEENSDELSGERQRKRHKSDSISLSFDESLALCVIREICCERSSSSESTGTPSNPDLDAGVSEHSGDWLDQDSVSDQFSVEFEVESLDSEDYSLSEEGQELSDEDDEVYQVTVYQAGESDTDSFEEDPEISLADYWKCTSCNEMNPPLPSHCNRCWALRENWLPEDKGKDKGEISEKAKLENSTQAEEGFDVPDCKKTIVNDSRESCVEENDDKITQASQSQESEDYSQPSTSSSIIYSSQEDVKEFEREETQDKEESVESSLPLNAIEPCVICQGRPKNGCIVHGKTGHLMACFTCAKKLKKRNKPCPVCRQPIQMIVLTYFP
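Test system: stable mammalian line carrying autodegrading MDM2–luciferase fusion reporter; quantity: 2000 cells in each well; times: 4 h cell settling then 2 h compound exposure, 37 °C; detection: luminescence with SteadyLite reagent, 15 min at room temperature; evaluation: percent signal gain over controls, blank-subtracted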
m-calpain inh – blocks pig calpain II enzyme activity | AID 1236 | hit rate 0.37% among 220,000 | purified calpain II, fluorogenic peptide substrate, 30 min | inhibition, % at 16 µM;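 active = inhibition above about 50%, limit read from the data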
TNF death inh – inhibitors of TNF-alpha induced necroptosis in Jurkat FADD-/- cells; Jurkat FADD-/- TNF necroptosis rescue, ATP luminescence, 24 h; 0 = TNF only, 100 = no-TNF cells; activation (protection from cell death), % at 10 µM; hit rate 0.068% among 220,000;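 active = activation, meaning protection from cell death, of at least 50% relative to plate controls; inactive = activation below 50%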;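 also: necroptosis triggered by 40 ng/mL TNF-alpha added together with compound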
Cl transport mod – modulates chloride dependent transport by human KCC2 | hit rate 2.2% among 190,000 | B-score of Tl+ flux slope (higher = more flux/activation; lower = inhibition) at 10 µM | Q9H2X9 | KCC2 cells, thallium flux FluoZin-2 fluorescence;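 active = thallium flux slope and its plate-corrected score both differing from the plate sample mean at a set confidence after two filtering rounds, in either direction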;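 also: slope of fluorescence scaled to starting intensity during 10 to 20 s after thallium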
eIF4E-4G inh – eIF4E/eIF4G interaction inhibition in translation initiation | P63073+Q04637 | TR-FRET eIF4E-eIF4GI(517-606) binding, 2 h | inhibition, % at 21.7 µM | hit rate 0.37% among 220,000 | AID 782;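 active = inhibition above about 30%, limit read from the data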;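 also: 0% = full FRET control wells and 100% = background wells lacking eIF4GI fragment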
Rad51 HR inh – blocks human Rad51 in homologous recombination | Q06609 | hRad51 DNA strand exchange, fluorescence dequenching | inhibition, % at 10 µM | hit rate 0.085% among 200,000 | AID 1385;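 active = inhibition above 40% at the single screening dose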;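 also: 0% = DMSO control wells and 100% = blanks with heterologous ssDNA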
Target sequence (Q06609 whole entry, looked up): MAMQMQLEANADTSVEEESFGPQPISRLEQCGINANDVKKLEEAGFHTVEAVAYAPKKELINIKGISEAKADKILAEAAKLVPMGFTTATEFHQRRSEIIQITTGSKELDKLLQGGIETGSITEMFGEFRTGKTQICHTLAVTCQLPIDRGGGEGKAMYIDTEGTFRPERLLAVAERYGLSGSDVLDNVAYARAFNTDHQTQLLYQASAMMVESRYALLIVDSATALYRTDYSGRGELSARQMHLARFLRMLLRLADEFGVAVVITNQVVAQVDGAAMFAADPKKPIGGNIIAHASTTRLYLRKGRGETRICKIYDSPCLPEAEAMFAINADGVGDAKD
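System: hRad51 filaments on single-stranded DNA; reagent: Fluorescein- and BHQ1-tagged 47-mer duplex; compound dosing: one concentration, 10 µM final; timing: filaments 15 min 37 °C, then compound 30 min; measured by: fluorescein emission 520 nm, excitation 485 nm; benchmarks: per-plate controls and blanks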
PERK inh – human PERK inhibition, primary cell-based screen; inhibition, % at 5.6 µM; hit rate 0.17% among 220,000; CHO PERK-DD fusion, SEAP luminescence translation reporter; AID 1416;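 active = inhibition above the mean inhibition of all tested compounds plus 3 SD, set separately per screening campaign, cut at about 2.9% in these data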;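 also: PERK kinase domain activated by AP20187 dimerizer at 100 nM; 0% = DMSO with dimerizer and 100% = rapamycin at 8.4 µM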
EBV gp42 block – inhibitors of Epstein-Barr virus glycoprotein 42 | inhibition, % (tested at 21.74 µM) | Fluorescence polarization binding assay, mP read-out | Q1HVG2 | hit rate 0.42% among 220,000; in the data active = inhibition above about 50%
Target sequence (Q1HVG2 whole entry, looked up): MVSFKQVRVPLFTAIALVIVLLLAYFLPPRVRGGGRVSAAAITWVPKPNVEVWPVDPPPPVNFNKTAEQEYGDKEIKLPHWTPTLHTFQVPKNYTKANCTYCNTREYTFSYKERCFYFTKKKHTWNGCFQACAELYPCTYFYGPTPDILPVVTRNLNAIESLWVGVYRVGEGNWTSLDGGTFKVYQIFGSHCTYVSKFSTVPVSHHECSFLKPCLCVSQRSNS
* hit, by the source's call; . = no result given; [ ] = dose if it differs, or a comment.

SMILES	L929 necroptosis	MDM2 E3 inh	m-calpain inh	TNF death inh	Cl transport mod	eIF4E-4G inh	Rad51 HR inh	PERK inh	EBV gp42 block
CCCC(=O)Nc1cccc(NC(=O)c2ccc([N+](=O)[O-])cc2Cl)c1	1.1	5	-3	3.9	0.019	1[fluorescence artefact?]	0	0.3	-10
CCn1cc(C(=O)NC2CCCCC2)c(=O)c2ccc(C)nc21	-0.6	-9	10	0.0	-2.2	8	6	0.0	-5
COc1ccc(CC(=O)Nc2ccc(S(=O)(=O)NC(C)C)cc2)cc1	0.2	-7	14	1.6	.	-1	.	0.2	-7
COc1cc(C(=S)N2CCC(C(N)=O)CC2)ccc1O	0.7	-16	4	-1.9	1.7	1	3	1.7	-17
CCCCOc1ccc(NC(=O)CSc2nnnn2C)cc1	-0.2	-15	-6	-0.6	-0.57	-5[fluorescence artefact?]	-9	0.8	-26
Cc1ccccc1CN(C)CC(=O)Nc1cccc(S(=O)(=O)N(C)c2ccccc2)c1	2.1	-5	7	-0.1	-1.1	0	15	-0.1	2
COCCCN1C(=O)C(=O)/C(=C(/O)c2ccc(C)cc2)C1/C=C/c1ccccc1 (configuration not stated)	1.2	0	-33	0.7	-0.65	-1	2	-0.1	-15
O=C(Nc1nc2ccccc2n1CCN1CCOCC1)c1ccc(COc2ccccc2Br)o1	-0.5	-15	26	-1.4	-2.3	2	-15	0.5	-10
Oc1cccc2ccc(Nc3ccccn3)nc12	12	2	-8	-29	-0.36	-6	-3	-1.0	-4
O=C(O)c1csc(-c2cccs2)n1	-0.8	-7	11	0.0	0.39	0	2	-0.2	-20
COC(=O)c1ccc(COc2ccccc2/C=N/O)o1	0.8	-13	1	5.0	-0.65	-5	20	0.2	-15
CNC(=S)N1C2CCC1CC(NC(=O)NC13CC4CC(CC(C4)C1)C3)C2 (configuration not stated)	-0.4	8	1	-2.8	.	-7	6	-0.6	-11
O=S(=O)(c1cccc(S(=O)(=O)N2CCC(N3CCCCC3)CC2)c1)N1CCOCC1	-0.6	-17	-47	1.4	0.32	4[fluorescence artefact?]	.	-0.2	-11
Cc1ccc(OCc2nn3c(-c4ccco4)nnc3s2)cc1	1.0	-19	-9	0.7	-1.5	6	-2	0.5	-10
CCCN(CCC)CCNC(=O)CCC(=O)Nc1ccc2nc(N3CCN(C)CC3)cc(C)c2c1	0.6	-7	-309	-1.4	-0.054	2	11	0.1	8

Quoted from the listing:
`CNC(=S)N1C2CCC1CC(NC(=O)NC13CC4CC(CC(C4)C1)C3)C2` (configuration not stated) in L929 necroptosis has -0.4
`O=S(=O)(c1cccc(S(=O)(=O)N2CCC(N3CCCCC3)CC2)c1)N1CCOCC1` in m-calpain inh has -47

Following part
SMILES	L929 necroptosis	MDM2 E3 inh	m-calpain inh	TNF death inh	Cl transport mod	eIF4E-4G inh	Rad51 HR inh	PERK inh	EBV gp42 block
CCC(C(=O)NCc1cccnc1)c1ccccc1 (configuration not stated)	0.7	8	-20	0.2	0.14	1	1	0.6	-3
Cc1cc2nnc(SCC(=O)NCc3cccs3)n2c2ccccc12	-1.1	-20	7	-14	-0.75	-5	0	-0.9	-6
Cc1nn(-c2ccccc2)c(C)c1/C=C/C(=O)OCC(=O)Nc1ncc(Cl)cc1Cl	0.5	0	-26	2.6	-2.8	5	.	0.8	-11
CCn1c(=O)c2ccccc2n2c(SCC(=O)N3CCc4ccccc4C3)nnc12	0.1	-6	21	-0.3	.	1	4	0.6	-17
O=C(NCc1ccncc1)Nc1cc(Cl)ccc1Cl	0.5	-27	30	1.6	1.3	4	.	0.4	0
Cc1ccc(NC(=O)N(Cc2cc3cc(C)cc(C)c3[nH]c2=O)CC2COCCO2)cc1 (configuration not stated)	2.1	-21	-3	0.8	.	-2	-4	1.2	-13
Cc1cc(C)n(CCOC(=O)c2sc3ccccc3c2Cl)n1	-0.2	-17	28	0.7	-2.2	1	14	-1.3	-16
Cn1nnc2cc(C(=O)NC3CC3)ccc21	-1.0	-1	-8	-0.4	.	1	6	-0.9	-12
O=C(c1cccnc1Cl)N1CCOCC1	2.2	-12	-20	0.2	1.1	-4	39	1.8	10
Cn1c(C(=O)NCCCN2CCCCCC2)cc2c(=O)n(C)c3ccccc3c21	83*	-11	-58	3.4	-1.5	4	7	-0.5	1
COc1cc(C(=O)NCC(=O)N/N=C/c2ccc(OC(=O)c3ccco3)cc2)cc(OC)c1OC	0.6	-18	10	-0.5	-1.2	0	.	-0.1	-2
COc1ccc(C2SCC(C(=O)O)N2C(C)=O)cc1 (configuration not stated)	0.4	-19	-5	0.4	-0.01	3[fluorescence artefact?]	-2	-0.7	-20
CN(C(=O)Nc1ccc(Cl)cc1)c1c2c(nn1C)CCCC2	0.1	-5	-22	-2.3	-0.027	6	5	-1.0	15
O=C(Cn1nc(C(F)(F)F)c2c1CCC2)NCc1ccc(F)cc1	0.0	-3	-16	2.8	-0.65	6	2	0.7	-10
NC(=O)c1ccsc1NC(=O)COC(=O)CSc1ccc(Cl)cc1	-0.4	-5	-28	-0.3	.	-4	.	1.5	0

Continued; it opens with the four that closed the last part.
SMILES	L929 necroptosis	MDM2 E3 inh	m-calpain inh	TNF death inh	Cl transport mod	eIF4E-4G inh	Rad51 HR inh	PERK inh	EBV gp42 block
COc1ccc(C2SCC(C(=O)O)N2C(C)=O)cc1 (configuration not stated)	0.4	-19	-5	0.4	-0.01	3[fluorescence artefact?]	-2	-0.7	-20
CN(C(=O)Nc1ccc(Cl)cc1)c1c2c(nn1C)CCCC2	0.1	-5	-22	-2.3	-0.027	6	5	-1.0	15
O=C(Cn1nc(C(F)(F)F)c2c1CCC2)NCc1ccc(F)cc1	0.0	-3	-16	2.8	-0.65	6	2	0.7	-10
NC(=O)c1ccsc1NC(=O)COC(=O)CSc1ccc(Cl)cc1	-0.4	-5	-28	-0.3	.	-4	.	1.5	0
CC(C)(C)NC(=O)CSc1nc2scc(-c3ccccc3)c2c(=O)[nH]1	0.7	-12	38	0.4	-0.55	2[fluorescence artefact?]	-2	0.4	5
C=C1C2(C(=O)Nc3ccc(SC(F)F)cc3)CCC(C2)C1(C)C (configuration not stated)	-1.1	-23	28	1.7	0.04	0	3	0.7	1
N#Cc1ccc(NC(=O)N2CCC(c3nc4c(nnn4Cc4cccc(Cl)c4)c(=O)[nH]3)CC2)cc1	0.4	-15	-142	1.2	-0.028	-12	-4	0.7	-6
O=C(NCc1ccc(Cl)cc1)c1cc([N+](=O)[O-])ccc1Cl	3.0	-3	-2	0.9	1.2	0	4	0.0	0
CCCC(=O)Nc1ccc2nc(SCC(=O)Nc3ccc(N4CCOCC4)c(Cl)c3)sc2c1	7.7	-11	-24	-11	-0.78	-11[fluorescence artefact?]	-6	-1.0	-46
COC(=O)c1cc(OC)c(OC)cc1NC(=O)CCCCCN1C(=O)CCC1=O	0.1	-8	3	-0.1	0.51	1[fluorescence artefact?]	.	-0.7	-9
CC(=O)N1CC=CC1(CC(C)C)C(=O)NCCc1c[nH]c2ccccc12 (configuration not stated)	2.1	.	6	1.4	0.34	3	5	0.0	-15
O=C(Nc1ccc2c(c1)OCCO2)c1cc2sccc2n1Cc1ccc(F)cc1	0.8	-4	-48	-1.3	-0.14	3	-1	-0.4	-4
NS(=O)(=O)c1ccc(CCNC(=O)CCCn2c(=O)[nH]c3ccc(Br)cc3c2=O)cc1	-0.1	-4	42	1.1	0.13	1	7	0.2	-3
COC(=O)c1scc(C)c1NC(=O)C1CCCCC1	0.0	-6	3	-2.9	0.82	2	4	0.3	3
CCOC(=O)C1=NN(C(=O)c2ccccc2)C(O)(c2ccc(C)cc2)C1 (configuration not stated)	0.3	2	13	-0.1	52*	-9	-7	-0.7	0
O=C(NCC1CCCO1)C(c1ccncc1)N(Cc1cccs1)C(=O)CN1C(=O)c2ccccc2S1(=O)=O (configuration not stated)	0.3	-6	-30	1.2	0.73	0	19	1.0	-4
O=C1N2CCSC2=NC1(NS(=O)(=O)c1ccccc1)C(F)(F)F (configuration not stated)	0.0	-12	-4	-0.6	0.14	9[fluorescence artefact?]	-2	0.3	-11
Clc1ncc(CN2CCN(c3ccccc3)CC2)s1	0.5	-3	-11	0.4	0.72	2	-5	2.6	-5
O=C(O)CCNS(=O)(=O)c1ccc(Oc2ccccc2)cc1	0.0	-14	-55	-1.7	0.0081	-3[fluorescence artefact?]	7	0.4	-18
O=C1CC(c2ccccc2)N1c1ccccc1 (configuration not stated)	-0.2	-8	8	-2.9	-0.013	-10	-2	0.8	-22
O=C(COC(=O)c1cccc(S(=O)(=O)N2CCc3ccccc32)c1)NCc1ccco1	2.6	-8	3	-0.2	-0.24	-4	-9	0.8	-6
Cc1[nH]n(-c2ccc(Cl)c(Cl)c2)c(=O)c1CCO	0.8	-14	-23	2.1	0.27	3	.	1.1	8
CCN(CC)CC#CCOC(=O)C(O)(c1ccccc1)C1CCCCC1 (configuration not stated)	-0.8	.	30	-0.5	1.3	-3	-3	-0.8	-6
O=C(c1ccccc1)c1cn[nH]c1-c1ccccc1O	-0.2	-1	-9	-2.8	-0.082	11	4	-0.2	-10
O=C(CSc1nnc(-c2ccccn2)n1-c1ccc(Cl)cc1)Nc1ccc2c(c1)OCO2	0.5	-8	-28	1.2	1.5	-11	2	-0.3	-7
O=C(CCCOc1ccc(Cl)cc1Cl)NN1CCOCC1	0.7	-5	1	0.4	-1	3[fluorescence artefact?]	1	1.8	1
COC(=O)CSc1nc2cc(C)cc(C)c2cc1C#N	1.1	-16	-19	0.2	.	1	3	1.0	-36
COc1ccccc1CNC(=O)c1cccc(C)c1[N+](=O)[O-]	2.0	-11	-10	0.3	-1.1	7	4	0.8	5
O=C(Nc1ccc(OC(F)(F)F)cc1)C1=NCCN1	.	-25	8	-2.1	-0.18	1	.	-0.5	-8
C=CCOC(=O)C1=C(C)NC(=O)NC1/C=C/c1ccccc1 (configuration not stated)	2.0	-22	-10	0.9	.	4[fluorescence artefact?]	-14	1.1	-14
COc1cccc(NC(=O)C2CCCN(S(=O)(=O)c3cccc4nonc34)C2)c1 (configuration not stated)	5.2	-17	-70	1.5	0.33	-3	4	0.6	-9
CCOC(=O)c1oc2cccc(OCC(O)CNC(C)C)c2c1C (configuration not stated)	3.6	-30	.	-1.2	.	.	.	-2.0	.
S=C(Nc1ccccc1)Nn1cnnc1	0.1	11	6	1.2	-0.11	10	4	0.7	-13
Cc1ccc(S(=O)(=O)NN/C(=N/S(=O)(=O)c2ccccc2)c2ccccc2)cc1	1.4	-4	-30	-0.6	-0.23	-3	12	-0.1	0
Cc1ccc(-n2nc(C(=O)N/N=C/c3cccc(C(F)(F)F)c3)c3ccccc3c2=O)cc1C	-0.4	-9	-255	-2.8	0.5	-1	2	-0.1	-6
CC(C)(C)c1cc(C(=O)NC2CC2)n(Cc2ccc(F)cc2)n1	-0.1	-10	-16	3.3	0.2	3	2	-0.9	-16
N#C/C(=C\Nc1ccc2cn[nH]c2c1)c1nc(-c2ccc(Cl)cc2)cs1	7.7	-3	-66	1.4	0.37	23	4	0.2	-46
CCc1nnc(NC(=O)c2cc(-c3ccccc3)nn2-c2ccccc2)s1	-0.1	-84	13	-3.4	1.3	0	2	0.0	-5
CCCSc1nnc(NC(=O)c2nc(SC)ncc2Cl)s1	0.9	-13	-26	-0.3	.	-3	3	-0.3	-5
Cc1ccc(-n2c3nc(=O)n(C)c(=O)c-3cc3ccccc32)cc1	0.5	.	-313	1.5	1.2	8	6	-0.2	-25
